Compound activity: PubChem, Broad Institute
PvdQ inh – blocks Pseudomonas aeruginosa PvdQ acylase activity | purified PvdQ acylase, fluorescence plate reader | inhibition, % at 10 µM | 340,000 compounds, 0.063% hits; in the data active means inhibition above about 30%, passing the limit was not always enough;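 further: 0% = vehicle neutral wells and 100% = reference inhibitor wells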
MITF TRPM1 HTS – MITF TRPM1 promoter activation in melanoma cells. SK-MEL-5 TRPM1-promoter luciferase, 24 h; % of positive control, neutral wells = 0. activation, % at 12.5 µM. 300,000 compounds, 0.75% hits;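 active means mean activation of at least 80% with every replicate also reaching 80%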;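 further: 0% = neutral control wells and 100% = parthenolide positive control wells; values of inactives mirror those of a sister screen read the other way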
CAL PDZ FP-1 – blocks peptide binding to the human CAL PDZ domain; Q9HD26; 300,000 compounds, 0.92% hits; AID 602252; purified CAL PDZ, TMR-peptide fluorescence polarization, 1 h; inhibition, % at 24.9 µM;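 active means mean inhibition of at least 30% with at least half of replicates also reaching 30%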;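 further: 0% = DMSO neutral control and 100% = excess unlabeled competitor peptide PRC23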
SR-BI uptake up – SR-BI HDL lipid transfer activation. CHO ldlA[mSR-BI] cells, DiI-HDL uptake fluorescence, 3 h; 100 = double the neutral-control signal. activation, % at 12.5 µM. 320,000 compounds, 0.096% hits. AID 504775;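 active means mean replicate activation of at least 60% and every replicate at or above 60%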;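 further: 0% = median plate neutral-control signal and 100% = twice that signal; values of inactives mirror those of a sister screen read the other way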
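Material: SR-BI-overexpressing, LDLR-lacking CHO cells; schedule: compound exposure 3 h, 37 °C; reagent: DiI-labelled HDL at 10 µg/mL final; technique: bottom-read fluorescence, 550/595 nm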
SR-BI HDL uptake – blocks mouse SR-BI lipid uptake from DiI-HDL; inhibition, % at 12.5 µM; ldlA[mSR-BI] CHO cells, DiI-HDL uptake fluorescence, 3 h; AID 488896; 320,000 compounds, 0.96% hits;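 active means mean replicate inhibition of at least 70% and a set share of replicates each scoring 70 or more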;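 further: 0% = median of neutral control wells and 100% = median of positive control wells; values of inactives mirror those of a sister screen read the other way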
CAL PDZ FP-2 – blocks peptide binding to human CAL PDZ domain | Q9HD26 | AID 504414 | inhibition, % at 20 µM | 330,000 compounds, 0.02% hits | purified CAL PDZ, TMR-peptide fluorescence polarization, 1 h;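 active means highest replicate inhibition of at least 40%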;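 further: plate controls were DMSO neutral control wells for no effect and unlabeled competitor peptide control wells for full effect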
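Read-out basis: mP drop reported as inhibition | Assay system: Tagged CAL PDZ protein CerCALP, purified | Benchmarks: Unlabelled peptide for full inhibition, DMSO wells as neutral | Schedule: 1 h incubation at room temperature before polarization reading | Buffer or medium: Sodium phosphate/NaCl buffer pH 7.4 with TCEP, IgG, Thesit | Doses: Single point, 20 µM | Measured by: Fluorescence polarization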
dFosB activator – enhances mouse delta FosB homodimer DNA binding; P13346; purified delta FosB, TAMRA-CDK5 oligo fluorescence polarization; percent of positive-control signal above neutral wells; activation, % at 25 µM; 340,000 compounds, 0.99% hits;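 active means mean activation above about 17%, with every replicate also reaching it, limit read from the data, passing the limit was not always enough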;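 further: fluorescence polarization rise as delta FosB binds a TAMRA Cdk5 AP-1 oligo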
NSD2 HMT inh – inhibitors of human histone methyltransferase NSD2 | O96028 | 310,000 compounds, 0.54% hits | NSD2 peptide methylation, AlphaScreen, 120 min | AID 743445 | inhibition, % at 12.5 µM; in the data active means inhibition above about 50%
Target sequence (O96028 whole entry, looked up): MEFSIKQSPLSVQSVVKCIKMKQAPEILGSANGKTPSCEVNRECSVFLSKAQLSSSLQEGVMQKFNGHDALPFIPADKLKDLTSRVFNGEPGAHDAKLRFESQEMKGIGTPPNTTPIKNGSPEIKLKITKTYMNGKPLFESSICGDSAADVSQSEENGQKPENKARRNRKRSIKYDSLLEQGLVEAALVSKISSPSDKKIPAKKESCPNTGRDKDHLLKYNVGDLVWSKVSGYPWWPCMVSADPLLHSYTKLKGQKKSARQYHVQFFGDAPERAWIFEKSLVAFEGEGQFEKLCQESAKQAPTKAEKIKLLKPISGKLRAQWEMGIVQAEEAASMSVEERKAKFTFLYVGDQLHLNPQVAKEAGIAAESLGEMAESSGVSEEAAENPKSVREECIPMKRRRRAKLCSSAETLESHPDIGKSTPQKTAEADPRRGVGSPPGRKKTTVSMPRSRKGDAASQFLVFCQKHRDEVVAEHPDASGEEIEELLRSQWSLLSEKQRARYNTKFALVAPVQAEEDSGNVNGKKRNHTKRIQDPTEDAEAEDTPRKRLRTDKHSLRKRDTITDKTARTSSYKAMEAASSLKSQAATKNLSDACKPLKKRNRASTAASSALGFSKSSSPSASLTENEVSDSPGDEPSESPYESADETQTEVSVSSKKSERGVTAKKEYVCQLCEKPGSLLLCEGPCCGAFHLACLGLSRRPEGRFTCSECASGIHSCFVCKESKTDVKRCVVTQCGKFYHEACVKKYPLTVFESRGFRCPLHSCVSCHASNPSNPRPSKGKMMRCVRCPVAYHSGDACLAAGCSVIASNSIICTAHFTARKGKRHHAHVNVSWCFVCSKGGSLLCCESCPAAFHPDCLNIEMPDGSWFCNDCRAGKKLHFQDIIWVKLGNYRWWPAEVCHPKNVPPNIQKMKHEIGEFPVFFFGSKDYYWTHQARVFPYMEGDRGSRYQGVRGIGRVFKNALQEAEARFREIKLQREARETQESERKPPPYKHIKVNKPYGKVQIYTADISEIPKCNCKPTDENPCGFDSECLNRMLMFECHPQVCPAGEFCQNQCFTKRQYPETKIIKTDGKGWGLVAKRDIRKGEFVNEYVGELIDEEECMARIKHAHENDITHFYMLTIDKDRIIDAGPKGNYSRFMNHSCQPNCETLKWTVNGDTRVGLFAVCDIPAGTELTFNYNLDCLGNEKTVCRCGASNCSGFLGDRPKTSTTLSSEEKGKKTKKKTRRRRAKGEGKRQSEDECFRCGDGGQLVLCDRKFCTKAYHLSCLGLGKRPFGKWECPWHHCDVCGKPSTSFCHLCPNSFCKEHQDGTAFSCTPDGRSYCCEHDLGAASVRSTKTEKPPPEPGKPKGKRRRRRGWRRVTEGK
PfHsp90 set2 – inhibits growth of yeast expressing Plasmodium falciparum Hsp90 | S. cerevisiae expressing PfHsp90, BacTiter-Glo ATP, 48 h; yeast lacking PDR1 and PDR3 efflux regulators | inhibition, % at 9.4 µM | 310,000 compounds, 0.32% hits | AID 504621;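 active means every replicate shows inhibition above about 80%, whatever the replicate mean, limit read from the data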;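 further: 0% = DMSO neutral controls and 100% = 20 µM radicicol positive controls; yeast relying on Plasmodium falciparum Hsp90 in place of its own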
Rtt109 Vps75 – inhibitors of Candida albicans Rtt109/Vps75 histone acetyltransferase. purified Rtt109/Vps75, ThioGlo CoA-SH fluorescence, 4 h. Q5AAJ8. inhibition, % at 34.9 µM. 330,000 compounds, 0.16% hits;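 active means inhibition of at least 50% in every replicate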
An asterisk follows results filed as active; . = not tested or not shown. The order is random, and some 4.3% of all compounds hit somewhere here.

PvdQ inh	MITF TRPM1 HTS	CAL PDZ FP-1	SR-BI uptake up	SR-BI HDL uptake	CAL PDZ FP-2	dFosB activator	NSD2 HMT inh	PfHsp90 set2	Rtt109 Vps75	SMILES
-7.0	0.0	-1.2	17.0	-17.0	0.2	-10.0	-1.3	11.0	6.3	Cc1ccc(S(=O)(=O)N(C)c2ccc(OC(=O)CN3C(=O)NC4(CCCC4)C3=O)cc2)cc1
-10.5	109.1*	-4.3	4.0	-4.0	-1.4	-6.8	.	.	5.2	O=C(N/C=C/c1ccccc1)c1ccccc1
8.0	.	-3.8	-9.9	9.9	1.2	-3.7	3.8	-14.3	3.6	[N-]=C=C1C(=O)NC(=O)C([n+]2ccc(-c3ccncc3)cc2)C1c1ccccc1C(F)(F)F (configuration not stated)
-9.2	-3.7	-1.8	-73.6	73.6*	-2.0	-4.0	-3.5	-4.2	-7.4	CCOc1ccccc1NCc1cc(=O)oc2cc(C)c(O)cc12
16.5	3.2	-3.8	22.6	-22.6	-1.2	7.7	.	-12.6	-0.2	COc1ccc(-c2nc(C#N)c(N3CCN(c4cccc(Cl)c4)CC3)o2)cc1OC
9.0	-2.9	5.6	-8.6	8.6	-0.5	2.1	-2.4	28.4	-8.1	O=c1[nH]c2ccc(Cl)cc2[nH]1
-4.9	-0.9	-8.3	-7.0	7.0	-4.3	-38.0	4.2	17.4	5.9	Cc1cc(C)c2sc(N(CCCN(C)C)C(=O)c3ccc(Br)s3)nc2c1
-0.6	-2.3	1.5	6.0	-6.0	-0.4	-5.8	-2.1	-1.5	1.3	CC1CCCN(S(=O)(=O)c2cccc(C(=O)NCC3CCCO3)c2)C1 (configuration not stated)
-7.0	.	1.5	23.2	-23.2	-1.6	-7.2	-1.4	-145.7	8.4	CCOC(=O)C(NCc1ccc2c(c1)OCO2)(NC(=O)c1ccccc1)C(F)(F)F (configuration not stated)
1.9	74.9	-2.8	-21.1	21.1	-0.9	-1.5	-2.4	-8.1	9.6	Cn1cc(Cl)c(C(=O)OCC(=O)Nc2nc(-c3ccc(Br)cc3)cs2)n1
7.5	-0.4	-5.9	10.9	-10.9	-1.4	-13.9	0.6	.	16.6	CCCCN(C)CCCNC(=O)CN1C(=O)CSc2ccc(S(=O)(=O)N3CCOCC3)cc21
-5.0	.	-8.1	11.9	-11.9	-2.5	-12.1	0.0	-5.9	-1.5	c1cc2c(cc1C1CCCN1)OCCCO2 (configuration not stated)
-13.3	4.0	3.1	9.2	-9.2	0.1	-10.1	-5.6	23.7	11.5	CCC(C)(C(=O)NC1CCCCC1)N(C(=O)CNC(=O)c1ccccc1)c1c(C)n(C)n(-c2ccccc2)c1=O (configuration not stated)
5.3	-1.6	-4.7	5.9	-5.9	-1.7	0.6	3.3	6.6	15.9	CCOC(=O)c1sc(NC(=O)C(C)Sc2nc(N)cc(=O)[nH]2)nc1C (configuration not stated)
0.4	.	.	-16.5	16.5	-4.3	-31.2	-3.1	9.5	29.1	Clc1ccc(-c2nc(NCCCN3CCOCC3)c3ccccc3n2)cc1
-10.3	-5.7	-3.3	8.9	-8.9	-0.3	-5.1	5.5	-19.9	-0.1	COc1ccccc1NC(=O)NC1CCS(=O)(=O)C1 (configuration not stated)
-9.3	-20.9	2.8	-2.9	2.9	-0.1	-7.6	1.0	5.0	-8.5	COc1ccccc1C(=O)NCC(=O)NC1CCCc2ccccc21 (configuration not stated)
2.9	4.6	-3.0	.	.	-0.5	5.2	.	15.8	-9.9	CCOc1ccc(N(CC(=O)OC)S(=O)(=O)c2c(C)noc2C)cc1
-15.9	-1.8	0.8	45.7	-45.7	1.3	-8.8	.	2.2	73.3*	C#CCOCCOCCOCCNc1nc(N2CCN(C(=O)C([C@@H](C)O)n3cc([C@@H](N)CCCCN)nn3)CC2)nc(N2CCN(C(=O)C([C@@H](C)O)n3cc([C@@H](N)CCCCN)nn3)CC2)n1 (some centres not stated)
0.9	61.9	-3.8	.	.	-2.6	4.3	-2.8	18.4	8.5	CCc1ccc(/C=N/Nc2ncnc3nc[nH]c23)cc1
2.2	12.8	-0.3	20.2	-20.2	-0.3	-1.1	-0.1	4.0	0.0	Cc1ccc(CNCc2ccc3c(c2)OCO3)c(C)c1
13.1	6.2	-0.4	13.2	-7.2	1.1	1.0	.	-0.5	14.3	COc1cc(CCCN2CCNC[C@@H]2c2ccccc2)cc(OC)c1OC
1.8	1.5	-3.0	-49.1	49.1	0.0	0.3	-0.9	-13.3	1.1	CCC(CC)NC(=O)CO/N=C/c1ccccc1OC(F)F
7.7	-2.3	-1.3	21.0	-21.0	-0.5	3.3	.	-5.4	-4.2	COc1cccc(CN2C[C@]34C=C[C@@H](C[C@@H]3S2(=O)=O)O4)c1
-3.1	.	-6.0	-6.3	6.3	-1.8	-4.5	1.6	-4.5	12.0	COC(=O)c1cc(NC(=O)Cc2ccc(OC)c(OC)c2)cc(C(=O)OC)c1

Profiles from above:
O=c1[nH]c2ccc(Cl)cc2[nH]1 is entered as PvdQ inh = 9.0; MITF TRPM1 HTS = -2.9; CAL PDZ FP-1 = 5.6; SR-BI uptake up = -8.6; SR-BI HDL uptake = 8.6; CAL PDZ FP-2 = -0.5; dFosB activator = 2.1; NSD2 HMT inh = -2.4; PfHsp90 set2 = 28.4; Rtt109 Vps75 = -8.1
c1cc2c(cc1C1CCCN1)OCCCO2 (configuration not stated) is entered as PvdQ inh = -5.0; MITF TRPM1 HTS = .; CAL PDZ FP-1 = -8.1; SR-BI uptake up = 11.9; SR-BI HDL uptake = -11.9; CAL PDZ FP-2 = -2.5; dFosB activator = -12.1; NSD2 HMT inh = 0.0; PfHsp90 set2 = -5.9; Rtt109 Vps75 = -1.5

Returning to the listing, repeating the 2 entries before the break.
PvdQ inh	MITF TRPM1 HTS	CAL PDZ FP-1	SR-BI uptake up	SR-BI HDL uptake	CAL PDZ FP-2	dFosB activator	NSD2 HMT inh	PfHsp90 set2	Rtt109 Vps75	SMILES
7.7	-2.3	-1.3	21.0	-21.0	-0.5	3.3	.	-5.4	-4.2	COc1cccc(CN2C[C@]34C=C[C@@H](C[C@@H]3S2(=O)=O)O4)c1
-3.1	.	-6.0	-6.3	6.3	-1.8	-4.5	1.6	-4.5	12.0	COC(=O)c1cc(NC(=O)Cc2ccc(OC)c(OC)c2)cc(C(=O)OC)c1
-2.9	6.4	0.1	14.2	-14.2	0.5	-1.9	-1.1	4.6	-2.9	COc1ccc(/C(O)=C2/C(=O)C(=O)N(c3ncccn3)C2c2ccc(F)cc2)cc1 (configuration not stated)
3.6	-0.8	-1.1	-13.6	13.6	-0.1	3.3	-1.2	14.0	-0.3	CCN(CC)S(=O)(=O)c1ccc(C)c(NC(=O)COC(=O)CN2C(=O)NC(C)(C)C2=O)c1
-11.9	8.4	-0.3	5.2	-5.2	-3.4	-14.7	1.7	-39.2	-2.7	CCCC1=NN2C(=N)/C(=C\c3ccc(OCCOc4ccc(NC(C)=O)cc4)c(OC)c3)C(=O)N=C2S1
-7.7	-1.8	-4.0	20.5	-20.5	-1.9	-8.0	0.4	-15.5	-2.9	CC(OC(=O)Cn1[nH]c(=O)c2ccccc2c1=O)C(=O)Nc1ccccc1[N+](=O)[O-] (configuration not stated)
1.3	-20.9	0.3	-66.9	66.9	0.3	-10.6	.	-23.8	14.7	O=C(NCCCN1CCOCC1)c1ccccc1N1C(=O)[C@@H]2Cc3c([nH]c4ccccc34)C(c3ccc(F)cc3)N2C1=O (some centres not stated)
5.5	.	-3.2	17.6	-17.5	-0.1	-5.7	-1.6	.	-3.8	Cc1cc(C(F)F)nn1CC(=O)NCc1ccc(Cl)cc1Cl
-16.7	6.1	-1.4	14.8	-14.8	-0.2	1.3	6.6	-30.4	2.0	O=C(CSc1ncccn1)NCCc1ccccc1
-2.5	-22.7	-1.4	36.2	-36.2	-0.4	-5.3	0.1	-4.2	10.9	COc1ccc(S(=O)(=O)Nc2ccc3cn[nH]c3c2)cc1C
0.6	23.0	-2.9	-48.8	48.8	0.8	0.4	30.8	-9.2	4.3	CC(OC(=O)CCCc1nc2ccccc2s1)C(N)=O (configuration not stated)
4.2	-7.6	-0.2	13.3	-13.3	-1.9	-6.9	.	1.1	19.7	Cc1ccccc1CNS(=O)(=O)c1ccc2c(c1)OCCO2
-7.7	4.2	-4.1	6.1	-6.1	-0.6	-4.0	-3.7	.	0.7	Cc1cc(NC(=O)C2C3C(=O)N(CC4CCCO4)C(C(=O)NC(C)(C)C)C34C=CC2(C)O4)no1 (configuration not stated)
-4.9	-9.6	-0.5	32.0	-32.0	-0.6	-4.0	.	-11.1	7.6	O=C(O)C1C2CCC(O2)C1C(=O)NCCC1=CCCCC1 (configuration not stated)
-7.0	-5.6	-3.9	1.1	-1.1	-1.7	-7.0	-1.8	-1.0	-3.4	COc1ccc(N2C(=O)C(Cl)=C(N(CCO)Cc3ccccc3)C2=O)cc1
-4.8	.	-8.7	6.9	-6.9	-1.7	-7.5	-0.2	5.8	0.8	Clc1ccc(-n2nnnc2-c2cnc3ccc(Cl)cc3c2-c2ccccc2)cc1
-10.9	-10.2	-0.3	-7.6	7.6	-0.6	-4.7	-1.3	-2.6	2.5	O=S(=O)(c1cc(Cl)ccc1Cl)N1CCC2(CC1)OCCO2
-6.3	-12.9	-3.7	9.8	-9.8	-0.8	-4.5	2.9	-9.1	-2.4	O=C(CSc1nnnn1-c1ccc(O)cc1)c1cc2ccccc2o1
-20.2	5.4	-1.1	17.5	-17.5	-0.1	-0.5	-0.9	23.2	-2.3	Cc1ccc(S(=O)(=O)N2C(=O)C(C)SC2=Nc2ccccc2)cc1 (configuration not stated)
-10.1	.	0.3	-15.5	15.5	.	-4.0	-2.3	.	7.1	CC1=Nc2ccccc2/C1=C/c1sc(=O)n(CC(=O)N2CCCC2)c1O
1.1	8.2	7.3	-20.6	20.6	-0.9	-6.7	-0.4	2.5	4.4	CCOC(=O)c1ccc(NC(=O)C2CCC(CNc3c(N4CCOCC4)c(=O)c3=O)CC2)cc1 (configuration not stated)
-8.4	-6.4	-4.2	16.5	-16.5	-2.2	-18.4	0.6	-25.7	-4.2	CCn1c(SCC(=O)Nc2ccc(F)cc2F)nc2c(c1=O)SCC2
-7.5	9.5	-1.3	32.8	-32.8	0.6	-8.3	11.7	-32.0	-7.2	CC(=O)Nc1cccc(C(=O)/C=C/c2cccs2)c1
-17.4	-15.1	.	12.6	-12.6	-6.7	-25.2	5.7	-5.0	-4.3	N#Cc1c(-c2ccc(Cl)cc2)cc(-c2ccccc2)nc1SCC(=O)O
-17.1	-10.5	1.8	-1.7	1.7	.	-0.7	0.5	-27.1	12.2	CCOc1ccccc1NC(=O)Cc1ccccc1OC
3.6	-1.4	0.7	.	-16.6	-0.9	4.5	-0.7	-6.9	-9.4	Cc1cc(C)n2nnnc2c1C#N
-12.0	2.1	8.5	-4.3	4.3	-0.3	-4.9	-1.3	-13.6	-1.1	Cc1ccc(CNC(=O)C(=O)NCC2CCCN2S(=O)(=O)c2cccs2)cc1 (configuration not stated)
